# Screening data deposited in PubChem BioAssay by The Scripps Research Institute Molecular Screening Center.
# UHRF1 binding: human UHRF1 methylated DNA binding inhibitors. Q96T88. UHRF1 binding to methylated oligo, TR-FRET. inhibition, % at 4.4 µM. 370,000 tested, 0.75% active; in the data active = inhibition above about 21%;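 also: UHRF1 SRA domain binding a hemimethylated CpG hairpin DNA probe; 0% = median of test compound wells and 100% = reference inhibitor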
# PG9 Ab binder: small molecules binding HIV-1 gp120 antibody PG9. AID 624416. TR-FRET gp120-PG9 antibody binding. 360,000 tested, 0.43% active. inhibition, % at 6.7 µM; in the data active = inhibition above about 8.5%
# PRMT1 FP inh: inhibitors of human PRMT1 | Q99873 | recombinant PRMT1, activity-based probe fluorescence polarization | inhibition, % at 2.79 µM | 370,000 tested, 1.3% active | AID 652257;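 active = inhibition above about 21% made by adding two undisclosed values, limit read from the data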
# HTRA1 inhibitor: HTRA1 (human) protease inhibition | Q92743 | recombinant HTRA1, FP-rhodamine activity-based probe, fluorescence polarization | AID 504803 | inhibition, % at 5.96 µM | 340,000 tested, 0.5% active; in the data active = inhibition above about 36%;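 also: 0% = enzyme with DMSO and 100% = wells lacking enzyme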
# TDP2 absorb: TDP2 (human) inhibition, absorbance primary screen; AID 720702; inhibition, % at 12.8 µM; 370,000 tested, 0.34% active; recombinant TDP2, T5PNP hydrolysis, p-nitrophenol absorbance 415 nm;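 active = inhibition above the mean of all tested compounds plus 3 SD, set per campaign, cut at about 25% in these data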;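 also: 0% = DMSO with enzyme and 100% = buffer with substrate but no TDP2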
#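 Test system: Human TDP2 enzyme | Reagent: 5 mM T5PNP | Compound dosing: 12.8 µM single point, 1% DMSO | Incubation: Enzyme reaction with compound for 2 h at 37 °C | Technique: p-Nitrophenol epi absorbance | Read-out: % inhibition relative to enzyme-containing and enzyme-free wells | Benchmarks: High control without enzyme, low control DMSO plus TDP2 | Replicates: Singlicate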
# ABHD4 inh: inhibits mouse alpha/beta hydrolase domain 4; 370,000 tested, 0.54% active; inhibition, % at 8.92 µM; purified mABHD4, FP-Rh probe fluorescence polarization; AID 720543;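 active = inhibition exceeding the mean over every tested compound plus 3 SD, cut at about 30% in these data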;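 also: 0% = plate median of compound wells and 100% = S159A mutant with DMSO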
# Target sequence (Q8VD66 whole entry, looked up, the tested form may be a part): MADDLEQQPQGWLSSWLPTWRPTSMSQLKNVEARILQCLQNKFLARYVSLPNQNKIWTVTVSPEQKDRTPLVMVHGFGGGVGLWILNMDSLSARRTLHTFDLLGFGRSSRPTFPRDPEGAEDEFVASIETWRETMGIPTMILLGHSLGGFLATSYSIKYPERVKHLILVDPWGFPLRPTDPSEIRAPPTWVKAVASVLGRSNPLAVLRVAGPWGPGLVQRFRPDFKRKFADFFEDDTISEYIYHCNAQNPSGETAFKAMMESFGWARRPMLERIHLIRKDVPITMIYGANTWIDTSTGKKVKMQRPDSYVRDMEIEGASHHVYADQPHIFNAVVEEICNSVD
#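 Assay system: mABHD4 protein; medium: HEPES pH 7.0, NaCl, Pluronic buffer; dosing: 8.92 µM, single dose; schedule: 45 min + 60 min at 25 °C; signal: FP readout, ex 525 nm / em 598 nm; read-out: normalized percent inhibition of probe labeling; repeats: single replicate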
# LEDGF integ inh: blocks HIV-1 LEDGF/p75-dependent DNA integration; TR-FRET IN-LEDGF/p75 DNA integration, Eu/Cy5; inhibition, % at 3.7 µM; AID 743269; 370,000 tested, 0.64% active;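 active = inhibition above the screen-wide mean plus 3 SD, cut at about 13% in these data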;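 also: signal is the Cy5 over europium emission ratio at 671 and 618 nm; 0% = plate median of compound wells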
# SIAE inh: blocks human sialic acid acetylesterase; Q9HAT2; SIAE FP-Rh probe binding, fluorescence polarization; inhibition, % at 9.66 µM; 370,000 tested, 0.69% active;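 active = inhibition above a cutoff: mean of compounds within the control limits plus 3 SD of those, cut at about 17% in these data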;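 also: 0% = plate median of compound wells and 100% = probe without SIAE protein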
# Target sequence (Q9HAT2 whole entry, looked up): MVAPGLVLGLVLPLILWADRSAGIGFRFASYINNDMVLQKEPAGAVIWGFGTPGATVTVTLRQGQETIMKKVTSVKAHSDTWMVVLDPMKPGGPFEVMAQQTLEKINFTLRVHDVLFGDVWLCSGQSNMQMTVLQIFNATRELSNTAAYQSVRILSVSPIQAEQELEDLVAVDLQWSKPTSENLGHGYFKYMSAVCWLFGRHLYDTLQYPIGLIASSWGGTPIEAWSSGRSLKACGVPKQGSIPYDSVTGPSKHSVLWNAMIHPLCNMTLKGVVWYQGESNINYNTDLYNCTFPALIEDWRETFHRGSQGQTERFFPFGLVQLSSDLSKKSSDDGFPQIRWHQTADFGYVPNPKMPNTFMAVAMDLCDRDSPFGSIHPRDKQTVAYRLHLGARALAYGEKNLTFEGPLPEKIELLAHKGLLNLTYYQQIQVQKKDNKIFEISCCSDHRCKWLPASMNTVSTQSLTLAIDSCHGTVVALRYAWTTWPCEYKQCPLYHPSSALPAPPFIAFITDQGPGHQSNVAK
# DDE Tn7 FP inh: inhibitors of Tn7 peptide binding to human fibrin DD(E). FP displacement of FITC-Tn7 peptide from fibrin DD(E); 0% = median of compound wells per plate. 370,000 tested, 0.13% active. inhibition, % at 8.3 µM. P02675;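 active = inhibition above the mean of compounds falling within the control limits plus 3 SD of them, cut at about 14% in these data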;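 also: 0% = plate median of compound wells and 100% = 10 µM Aha-Tn7 peptide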
#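 Test system: human clot-derived fibrin DD(E) complex / Quantity: 2 µM final DD(E) protein / Incubation: 10 min plus 3 h, room temperature / Measured by: fluorescence polarization / Benchmarks: high control of 10 µM Aha-Tn7 peptide / Replicates: singlicate testing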
# TCR CD3 inh: blocks the human TCR-CD3 interaction; TAMRA-labeled TCR probe fluorescence, biochemical; inhibition, % at 9.4 µM; 360,000 tested, 0.37% active; in the data active = inhibition above about 19%;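 also: recombinant mutant TCR 2C K166C tagged with TAMRA read by polarization; 0% = receptor in buffer alone and 100% = receptor with positive control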
# * hit, by the source's call; · = not tested or not shown.
SMILES,UHRF1 binding,PG9 Ab binder,PRMT1 FP inh,HTRA1 inhibitor,TDP2 absorb,ABHD4 inh,LEDGF integ inh,SIAE inh,DDE Tn7 FP inh,TCR CD3 inh
CCOC(=O)[C@@H]1[C@H]2COc3ccccc3[C@@H]2N2C(=O)N(c3cccc(F)c3)C(=O)[C@]12C,3,-1.5,2,-15,-10,-5,-2,-1,6,-2
C#CCn1c(O)c(N=NC(=O)CNC(=O)/C=C/c2ccccc2)c2ccccc21,-6,-3.2,-4,-6,-9,-9,2,-14,10,1
CN(C)C(CNC(=O)c1cccc(C#N)c1)c1ccco1 (centres undefined),-3,0.8,-3,1,4,-2,1,-5,2,3
CCOC(=O)N1CCN(S(=O)(=O)c2ccc(OC)c(C(=O)N3CCCCC3)c2)CC1,5,1.9,3,-4,-1,8,-3,0,-9,-2
O=C(CN(Cc1ccc(Br)cc1)S(=O)(=O)c1ccccc1)NCc1ccncc1,-2,2.3,-5,3,-4,0,0,0,1,5
COc1ccc(Cc2nnc(SCC(=O)Nc3ccc(C)c(Cl)c3)[nH]c2=O)cc1,-2,1.5,-3,-9,1,-12,0,-8,-1,6
CCOc1ccc2[nH]c(=O)c(CN(CCO)C(=O)CC)cc2c1,-4,1.9,-1,-2,-3,-4,2,-8,7,5
O=C1NC[C@H](CCCCN2C[C@H](Cc3ccccc3)N(CCC3CCCCC3)C(=O)C2=O)N(Cc2ccccc2)C1=O,0,-1.7,-6,·,9,0,2,2,-3,3
Cc1cccc(COc2ccc(/C=N/NC(=O)c3nnn(-c4nonc4N)c3CN3CCCCC3)cc2)c1,-2,-1.5,1,-5,4,7,1,-12,-4,3
Cc1cc2sc3nc(=O)n(-c4ccccc4)c(=O)n3c2cc1C,0,-2.8,1,-6,-15,-1,-1,3,1,5
O=C(CSc1nnc(-c2ccccc2)n1Cc1ccccc1)N1CCOCC1,2,-0.8,-1,2,-10,-1,0,2,-4,3
C[C@@H]1CCCCO[C@@H](CN(C)C(=O)c2ccccc2)[C@@H](C)CN([C@H](C)CO)C(=O)c2cc(N(C)C)ccc2O1,0,-1.2,1,2,5,7,0,8,1,4
CC1CC(C)CN(C(=O)C2CCCN(c3ncnc4c3nc3n4CCCCC3)C2)C1 (centres undefined),-2,-1.1,-2,4,-9,0,3,-1,-3,1
CCn1c(COc2ccc(C)cc2)nnc1SCC(=O)Nc1ccc(Oc2ccccc2)cc1,-1,·,-1,·,0,4,1,0,7,·
Cc1ccccc1NC(=O)Cc1nc(COC(=O)C(C)(C)Oc2ccc(Cl)cc2)cs1,0,1.0,3,-19,1,1,0,-11,4,-7
NC(=O)c1cc[n+](Cc2ccc([N+](=O)[O-])cc2)cc1,2,0.0,-1,1,-12,3,-4,-5,0,1
CC(C)[C@@H](C(=O)NC1CC1)N1C(=O)N2CCc3c([nH]c4ccccc34)[C@@]2(C)C1=O,2,0.2,4,-7,2,1,0,1,5,-5
CC1CN(S(=O)(=O)c2ccc(CN3C(=O)c4cccnc4C3=O)s2)c2ccccc2O1 (centres undefined),1,-2.9,-1,3,16,-1,0,-8,-1,-2
Cc1nc2nc(SCC(=O)NCCCN3CCCCCC3)nn2c(C)c1Cc1ccccc1Cl,-1,-0.1,-1,2,18,1,-2,-4,-5,11
O=C(O)c1ccc(NC(=O)C2C3CCC(C3)C2C(=O)O)cc1 (centres undefined),2,0.3,-2,-1,7,-1,1,5,-2,4

# Compound profiles, as listed above.
# CCOC(=O)[C@@H]1[C@H]2COc3ccccc3[C@@H]2N2C(=O)N(c3cccc(F)c3)C(=O)[C@]12C is entered as UHRF1 binding: 3; PG9 Ab binder: -1.5; PRMT1 FP inh: 2; HTRA1 inhibitor: -15; TDP2 absorb: -10; ABHD4 inh: -5; LEDGF integ inh: -2; SIAE inh: -1; DDE Tn7 FP inh: 6; TCR CD3 inh: -2
# CCOC(=O)N1CCN(S(=O)(=O)c2ccc(OC)c(C(=O)N3CCCCC3)c2)CC1 is entered as UHRF1 binding: 5; PG9 Ab binder: 1.9; PRMT1 FP inh: 3; HTRA1 inhibitor: -4; TDP2 absorb: -1; ABHD4 inh: 8; LEDGF integ inh: -3; SIAE inh: 0; DDE Tn7 FP inh: -9; TCR CD3 inh: -2

# The list goes on:
SMILES,UHRF1 binding,PG9 Ab binder,PRMT1 FP inh,HTRA1 inhibitor,TDP2 absorb,ABHD4 inh,LEDGF integ inh,SIAE inh,DDE Tn7 FP inh,TCR CD3 inh
Cc1ccc(Cl)cc1NC(=S)N1CCC(c2ccccc2)C1 (centres undefined),-3,-1.7,-4,-1,9,-11,-1,-2,-2,-7
COc1ccc(S[C@]2(C(=O)N3CCOCC3)CC(=O)N(c3ccc(C#N)cc3)[C@@H]2c2ccc(OC)cc2)cc1,1,·,5,·,0,-3,-3,-1,0,·
Cc1ccc(OCCn2c(NC(=O)c3ccco3)nc3ccccc32)cc1,0,19*,-4,-6,5,-1,-3,0,4,-5
O=C(CCN1CCc2ccccc2C1)Nc1ccc(F)c(F)c1,-1,0.1,-2,4,3,5,-5,8,-6,-1
O=C1NC2(CCCCC2)N=C1c1ccccc1,4,-2.8,-4,1,-14,-7,3,0,3,-6
CCOC(=O)Cc1csc(NC(=O)c2ccc(Cl)nc2)n1,-6,-2.3,-2,-12,-11,-1,1,-1,-3,5
O=C(c1ccc(C#Cc2ccccc2)cc1)N1CCC(O)CC1,-4,·,4,·,9,-3,2,0,-3,·
O=C(Nc1nnc(S(=O)(=O)N2CCOCC2)s1)c1ccc(Cl)cc1,2,-1.2,-2,8,7,0,-1,-7,-7,3
COc1ccc(NC(=O)CN2C(=O)COc3ccc(S(=O)(=O)N4CCCCCC4)cc32)cc1,-3,-0.6,0,-4,8,0,3,4,-2,1
CCc1ccc(C(C)NC(=O)Cc2ccc(F)cc2)cc1 (centres undefined),7,-0.3,2,0,-2,2,-1,14,2,-1
Cc1cc2n(n1)C(c1ccco1)Nc1ccccc1-2 (centres undefined),-5,0.0,1,-11,1,1,2,6,0,2
O=c1cc(CN2CCN(Cc3ccccc3)CC2)c2cc3c(cc2o1)CCC3,-1,-1.8,-3,-10,3,2,0,5,-1,0
COC(=O)C1CCN(C(=O)c2c(-c3ccccc3Cl)noc2C)CC1,0,-2.5,1,3,3,6,-2,0,4,2
O=c1cc(COc2ncnc3ccccc23)nc2sccn12,2,0.4,0,10,9,1,0,3,8,-2
COc1ccc(-c2nnc(SCc3nc4ccccc4c(=O)[nH]3)o2)cc1,10,8.9*,-2,5,-7,-3,1,-4,2,0
Cc1ccc(OCc2nnc(SCC(=O)Nc3cccc4ccccc34)n2Cc2ccco2)cc1,0,·,3,·,3,-13,0,-12,3,·
Cc1ccc(S(=O)(=O)NCC(=O)NCC(=O)N(C)Cc2ccc3ccccc3c2)cc1C,2,0.5,7,-9,-10,-4,-4,-4,-1,-7
Cc1ccc(/C=N/Nc2cccc3cccnc23)c(O)c1,-2,-0.7,10,29,3,21,-2,14,-1,0
Cc1ccc(OCCN2CCN(C(=O)CCC(=O)Nc3nnc(C)s3)CC2)cc1,4,2.3,0,-1,-1,-15,0,6,-3,-9
COc1cc(/C=C/C(=O)OCC(=O)N2CCOCC2)ccc1OCC#N,-3,-0.3,-1,0,0,3,-2,2,9,1
COc1ccc(NC(=O)C(=O)NCCCn2ccnc2)cc1,0,-1.8,0,5,9,5,-4,5,-2,-2
COCCn1c(-c2ccc3ccccc3c2)nc2c1c(=O)[nH]c(=O)n2CC(C)C,2,3.0,4,-4,11,-1,2,4,-2,3
O=C(c1cc([N+](=O)[O-])cc([N+](=O)[O-])c1)N(Cc1nnc(-c2ccccc2Cl)o1)C1CC1,11,-0.4,0,4,-5,1,-2,6,1,3
O=C(c1ccco1)N1CCN(C(=O)c2cccs2)CC1,-3,1.2,-3,1,5,-16,2,-5,4,0
CCOCCCNC(=O)C(c1ccc(OC)cc1)N(Cc1ccc2c(c1)OCO2)C(=O)CNC(C)=O (centres undefined),-1,-1.2,1,2,6,-1,3,1,0,-2
Cc1ccccc1-c1nc(CS(=O)(=O)CC(=O)NCCCN2CCN(C)CC2)c(C)o1,-1,-1.2,-2,0,-3,4,-2,2,2,0
COc1cc2[nH]c(C(=O)N(C)C3CCS(=O)(=O)C3)cc2c(OC)c1OC (centres undefined),1,-1.4,3,3,15,2,1,2,-4,-1
CC(C)NCCCOc1ccc(Cl)cc1Br,1,-1.1,1,-4,-2,5,3,-3,1,4
COc1cccc(NC(=S)N(Cc2cccc(Br)c2)CC2CCC(C(=O)O)CC2)c1 (centres undefined),-2,0.1,1,-19,2,-14,0,12,-5,16
CCC(=O)c1cn(CC(=O)Nc2cccc(C)c2)c2ccccc12,-7,25*,-1,-4,11,-5,1,1,-7,5
Cc1ccc(NC(=O)CC(C)c2ccccc2)cc1S(=O)(=O)N1CCOCC1 (centres undefined),-1,0.0,-1,-1,1,2,2,-2,-1,-2
C=CC[C@]12C=C(OC)C(=O)C(OC)=C1O[C@@H](c1ccc3c(c1)OCO3)[C@H]2C,1,-1.0,-3,-3,2,1,3,-4,0,-6
S=c1nccc(-c2cccs2)[nH]1,2,-1.6,49*,0,-14,2,-5,3,-1,-4
Nc1nc2c(ncn2[C@@H]2O[C@H](CNCc3ccc4ncccc4c3)[C@@H](O)[C@H]2O)c(=O)[nH]1,-2,-0.6,-3,·,-8,8,1,-1,-3,6
COC(=O)c1ccccc1NC(=O)c1ccc(F)cc1,1,2.0,3,-10,5,-3,-1,-10,1,-5
CC(C)Oc1ccc(C2CC(=O)N(c3ccc(C(=O)O)cc3)C2=O)cc1 (centres undefined),-2,-0.2,-1,1,6,5,3,6,-4,8
Cc1nn(C(C)C(=O)NCc2ccccc2Cl)c(=O)c2c1sc1ccccc12 (centres undefined),1,0.6,0,4,-2,3,6,1,-1,-4
O=C(NCc1ccccn1)C1CCN(S(=O)(=O)c2cccs2)CC1,-2,-0.6,0,-3,8,-3,2,10,-7,4
CC(=O)c1ccc2c(c1)N(C)c1ccccc1S2,-1,-1.6,2,11,7,13,-2,3,-2,0
CN1C(=S)SC(C)(C)C1N(O)C(=O)Nc1ccc(Cl)cc1 (centres undefined),-2,-0.4,0,0,0,-7,3,-1,-4,5
Cc1cccc(NC(=O)CCNC(=O)c2ccc(Br)cc2)c1C,2,0.1,2,3,-10,1,0,0,2,-1
FC(F)Sc1ccc(NC(=S)NC(c2ccccc2)c2ccccc2)cc1,-3,-1.3,-1,-55,2,-83,2,-138,-7,2
COc1ccc(S(=O)(=O)Nc2cc3c4c(oc3c3ccccc23)CCCC4=O)cc1,-4,1.8,-4,-31,3,-27,2,-23,-1,9
CN(Cc1ccccc1)C(=O)CN(Cc1ccccc1)S(C)(=O)=O,-4,0.2,-3,1,-2,3,1,-2,11,0
